hK5 inh: inhibitors of human kallikrein 5 | 0.59% of 210,000 active | AID 873 | inhibition, % at 5 µM | recombinant hK5, fluorogenic AMC substrate cleavage | Q9Y337;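 active = inhibition of 40% or more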;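 note: 0% = enzyme controls without compound and 100% = no-enzyme blanks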
Hck Nef HTS: inhibitors of human Hck kinase activated by Nef; P08631; Recombinant Hck-YEEI plus Nef, Z-Lyte FRET kinase assay; inhibition, % at 20 µM; 0.68% of 220,000 active; AID 463187;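 active = Hck-Nef kinase inhibition above about 50%, limit read from the data; inactive = inhibition below that limit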;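 note: 0% = DMSO with Hck plus Nef and 100% = Hck alone without Nef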
FXIIa inh 1536: blocks human coagulation factor XIIa protease activity; P00748; purified FXIIa, Boc-QGR-AMC fluorogenic substrate, 2 h; inhibition, % at 5 µM; 0.3% of 220,000 active; AID 800; in the data active = inhibition above about 40%;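 note: 0% = enzyme with no compound and 100% = blank without enzyme; many of its hits are not listed in these tables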
thrombin 1536: thrombin (human) inhibition; alpha-thrombin, Boc-VPR-AMC fluorogenic substrate cleavage; inhibition, % at 5 µM; 0.26% of 220,000 active; AID 1046;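 active = inhibition at or above 40%; inactive = inhibition below 40%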;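 note: 0% = enzyme with no compound and 100% = wells without enzyme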
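Assay system: human alpha-thrombin enzyme. Reagent: Boc-VPR-AMC substrate, 15 µM final. Compound dosing: one concentration per compound, 5 µM, with 0.2% DMSO. Incubation: room-temperature reaction. Technique: AMC fluorescence, 355/460 nm. Measure: % inhibition relative to enzyme controls and enzyme-free blanks.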
Cl transport mod: KCC2 (human) Cl- transport modulation. KCC2 cells, thallium flux FluoZin-2 fluorescence. B-score of Tl+ flux slope (higher = more flux/activation; lower = inhibition) at 10 µM. Q9H2X9. 2.2% of 190,000 active;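 active = thallium flux slope and its plate-corrected score both differing from the plate sample mean at a set confidence after two filtering rounds, in either direction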;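 note: slope of fluorescence scaled to starting intensity during 10 to 20 s after thallium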
FXIa inh: blocks human coagulation factor XIa protease activity. 0.14% of 220,000 active. inhibition, % at 5 µM. P03951. purified FXIa, Boc-Glu-Ala-Arg-AMC fluorogenic substrate. AID 798;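 active = inhibition of at least 40%; inactive = inhibition below 40%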;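 note: fluorescence of freed AMC excited at 355 nm; 0% = enzyme without compound and 100% = no enzyme blank; many of its hits are not listed in these tables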
Target sequence (P03951 19-387 limits assumed): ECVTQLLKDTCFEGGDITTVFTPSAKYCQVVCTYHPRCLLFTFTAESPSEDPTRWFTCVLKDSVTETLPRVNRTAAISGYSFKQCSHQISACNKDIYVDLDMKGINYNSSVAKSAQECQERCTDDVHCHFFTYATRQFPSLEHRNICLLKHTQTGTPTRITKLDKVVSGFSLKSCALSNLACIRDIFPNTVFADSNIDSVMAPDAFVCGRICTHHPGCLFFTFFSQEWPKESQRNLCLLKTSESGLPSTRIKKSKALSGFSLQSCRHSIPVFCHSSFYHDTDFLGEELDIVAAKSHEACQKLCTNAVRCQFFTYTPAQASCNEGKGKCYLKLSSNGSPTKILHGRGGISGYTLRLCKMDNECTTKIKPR
Target sequence (P03951 388-625 limits assumed): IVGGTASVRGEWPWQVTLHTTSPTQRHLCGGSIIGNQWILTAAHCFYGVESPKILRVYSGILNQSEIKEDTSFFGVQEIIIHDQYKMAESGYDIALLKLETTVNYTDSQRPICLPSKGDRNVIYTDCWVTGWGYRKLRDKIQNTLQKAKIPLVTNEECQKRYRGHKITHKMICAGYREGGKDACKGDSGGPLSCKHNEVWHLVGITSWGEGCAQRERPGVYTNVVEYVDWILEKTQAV
Rad51 HR inh: blocks human Rad51 in homologous recombination. 0.085% of 200,000 active. Q06609. inhibition, % at 10 µM. hRad51 DNA strand exchange, fluorescence dequenching. AID 1385;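 active = inhibition above 40% at the single screening dose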;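 note: 0% = DMSO control wells and 100% = blanks with heterologous ssDNA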
Target sequence (Q06609 whole entry, looked up): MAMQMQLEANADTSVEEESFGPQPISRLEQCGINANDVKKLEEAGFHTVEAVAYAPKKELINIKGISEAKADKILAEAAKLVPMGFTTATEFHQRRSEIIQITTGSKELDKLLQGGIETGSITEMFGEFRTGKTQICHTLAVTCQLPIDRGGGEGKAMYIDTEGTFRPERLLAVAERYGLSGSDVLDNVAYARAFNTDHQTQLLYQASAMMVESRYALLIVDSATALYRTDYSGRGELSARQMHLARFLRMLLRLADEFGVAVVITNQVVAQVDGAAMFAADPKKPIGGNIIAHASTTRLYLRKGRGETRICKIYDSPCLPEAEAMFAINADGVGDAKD
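Test system: preformed human Rad51 ssDNA filaments. Compound dosing: single dose, 10 µM final compound. Incubation: filaments 15 min 37 °C, then compound 30 min. Technique: FRET fluorescence dequenching, excitation 485 nm, emission 520 nm. Read-out basis: percent inhibition from fluorescence, normalised to plate control and blank means. Benchmarks: plate controls and plate blanks.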
L929 necroptosis: blocks zVAD induced death of L929 cells; L929 zVAD necroptosis rescue, ATP luminescence, 24 h; with zVAD 60 µM; viability rescue, % at 10 µM; 0.38% of 220,000 active;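 active = activation, scaled between plate controls, above about 75%, limit read from the data; inactive = activation under that limit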;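 note: 0% = zVAD with DMSO and 100% = DMSO alone without zVAD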
TNF necrop inh: inhibitors of TNF-alpha induced necroptosis in Jurkat FADD-/- cells. Jurkat FADD-/- TNF necroptosis rescue, ATP luminescence, 24 h; 0 = TNF only, 100 = no-TNF cells. 0.068% of 220,000 active. activation (protection from cell death), % at 10 µM;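 active = activation, meaning protection from cell death, of at least 50% relative to plate controls; inactive = activation below 50%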;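 note: necroptosis triggered by 40 ng/mL TNF-alpha added together with compound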
Numbers without * were called inactive; x = no result given.

Values run as follows: hK5 inh	Hck Nef HTS	FXIIa inh 1536	thrombin 1536	Cl transport mod	FXIa inh	Rad51 HR inh	L929 necroptosis	TNF necrop inh
CCOc1cc(C=C2C(=O)NC(=O)NC2=O)ccc1OS(=O)(=O)c1ccccc1
    -3	4	-4	-4	-0.38	-12	2	-0.3	-5.0
O=c1[nH]c(=S)n(Cc2ccc(F)cc2)c(O)c1C=NCC1CCCO1 (centres undefined)
    -2	0	2	-3	0.035	-11	0	0.2	-4.3
COc1ccc(/C=C2/C(=O)NC(=O)N(c3ccc(C)c(C)c3)C2=O)cc1CN1C(=O)c2ccccc2C1=O
    -13	3	6	2	0.57	5	4	0.8	0.5
O=C(O)c1ccccc1N=Nc1c(O)[nH]c(=O)[nH]c1=O
    3	3	18	4	-1.1	-1	13	-0.2	-1.4
CC(C)c1ccc(-n2c(O)c(C=NC(CCS(C)=O)C(=O)O)c(=O)[nH]c2=S)cc1 (centres undefined)
    0	-5	4	-7	1	1	x	0.4	-2.3
Cn1c(O)c(C=NC2CCN(Cc3ccccc3)CC2)c(=O)[nH]c1=O
    0	18	7	-6	-0.55	-2	-7	0.1	0.9
O=c1c2ccccc2nc(/C=C/c2ccc(O)cc2)n1-c1cccc(O)c1
    2	12	4	1	0.48	0	x	1.5	-1.5
CCC(CO)Nc1ccc([N+](=O)[O-])c2cccnc12 (centres undefined)
    5	1	14	-2	0.2	6	0	0.5	-3.6
CCCC/C(=N/O)c1c(C)[nH]c2ccccc12
    -1	16	2	-4	0	-4	x	1.1	-0.5
O=C1NC(=O)C(=Cc2cc(Cl)ccc2OCc2ccc(C(=O)O)cc2)C(=O)N1
    1	15	x	1	-1.1	-2	1	3.3	2.7
CC(=O)N(C1=NCCCS1)c1ccccc1F
    7	0	1	1	0.077	-1	-9	0.2	1.2
CCCNc1nc(OC)nc(N2CC3CC(C2)c2cccc(=O)n2C3)n1 (centres undefined)
    4	21	11	x	0.09	12	1	0.8	0.2
CC[C@@]1(O)C(=O)OCc2c1cc1n(c2=O)Cc2cc3ccccc3nc2-1
    -27	43	-47	-1	-0.05	-29	1	-1.1	-26
C=CC1CN2CCC1CC2[C@@H](OC(=O)c1ccc(OC)cc1)c1ccnc2ccccc12 (some centres undefined)
    -19	-1	-2	-6	-0.6	4	-11	-0.4	3.1
COc1cccc(-n2c(=S)[nH]c3ccccc3c2=O)c1
    -5	12	1	-11	2.2	-4	-88	-2.4	-0.3
CCOc1ccc(-n2c(O)c(N=Nc3c(C)n(C)n(-c4ccccc4)c3=O)c(=O)[nH]c2=O)cc1
    1	-1	4	-3	-0.091	-15	7	-1.0	0.1
OC1(c2ccc(F)cc2)CCNC1 (centres undefined)
    -10	4	19	5	x	2	0	1.5	0.3
Fc1ccc(NC2=NCCS2)cc1Cl
    -1	0	6	4	-0.45	-2	2	-0.3	-0.6
O=C1CCCN1c1ccc(S(=O)(=O)O)cc1 (tested in a mixture with another compound)
    -5	3	11	2	0.41	4	x	0.7	1.9
CC(C)C(C)(NC(=O)c1cccn(Cc2ccc3c(c2)OC(F)(F)O3)c1=O)C(N)=O (centres undefined)
    -13	0	3	0	0.0094	-8	18	0.9	0.8
O=c1[nH]c(=O)n(Cc2ccccc2)c(O)c1/C=N/Nc1c(F)c(F)c(F)c(F)c1F
    3	15	3	-3	0.46	4	-25	2.0	-1.3
CN1C(=O)C(Cc2cccc3ccccc23)C(=O)N(C)C1=O
    2	1	2	-6	-1.4	-5	-5	1.5	-1.7
C[C@H]1CCC[C@H](O)CCCCCc2cc(O)cc(O)c2C(=O)O1
    3	3	-12	-8	0.49	-1	2	0.1	8.4
O=c1[nH]c(=O)n(Cc2ccco2)c(O)c1C=NCCCn1ccnc1
    -16	-2	1	-4	x	7	x	-1.2	0.8
COc1ccc(CN2CCN(C(=O)COc3cccc(C)c3)CC2)c(OC)c1
    -24	0	10	-4	-0.045	1	-5	-0.3	-1.5
COc1ccccc1N1CCN(Cc2ccc(F)cc2)CC1
    21	10	19	11	-1.8	5	-7	-1.0	0.0
CCn1c(O)c(C=Nc2ccc(N3CCOCC3)cc2)c(=O)n(CC)c1=S
    0	-3	25	7	-0.07	5	-67	0.5	-13
c1ccc(P(c2ccccn2)c2ccccn2)cc1
    -2	0	10	-10	1.4	-2	6	1.8	-0.1
c1cncc(C2CCCCN2Cc2ccc3c(c2)OCO3)c1 (centres undefined)
    -25	0	-14	-9	x	-1	2	1.4	1.0
O=C(Cc1ccccc1)OC(COCc1ccccc1)CN1CCOCC1 (centres undefined)
    -2	1	18	-11	0.061	22	23	-0.3	-0.1

Quoted from the listing.
Under FXIIa inh 1536, Fc1ccc(NC2=NCCS2)cc1Cl has 6
Under L929 necroptosis, COc1ccccc1N1CCN(Cc2ccc(F)cc2)CC1 has -1.0
Under FXIa inh, OC1(c2ccc(F)cc2)CCNC1 (centres undefined) has 2

(further entries)
Values run as follows: hK5 inh	Hck Nef HTS	FXIIa inh 1536	thrombin 1536	Cl transport mod	FXIa inh	Rad51 HR inh	L929 necroptosis	TNF necrop inh
CCCCCn1c(=O)c(C(=O)Nc2c(C)n(C)n(-c3ccccc3)c2=O)c(O)c2ccccc21
    -25	0	14	1	-2.1	11	4	-0.4	-5.6
Cc1ccc(CN2C3CCCC2CC(NC(=O)Nc2cccc(F)c2)C3)cc1 (centres undefined)
    -2	18	10	1	-0.23	-4	3	14	5.9
O=C(c1ccc(Cl)cc1)C1CCCN(Cc2ccc3ncccc3c2)C1 (centres undefined)
    1	17	9	-1	0.15	20	-10	-0.6	-2.6
CN1CCN(c2nccc3c2ncn3C)CC1
    1	0	-7	-10	x	-7	-1	0.7	-0.5
CCCCn1c(NC(=O)c2ccco2)c(C(=O)OCC)c2nc3ccccc3nc21
    -64	14	5	-5	-0.76	-3	-8	-0.3	-11
CCN(CC)S(=O)(=O)N1CCC(C(=O)N2CCC3(CC2)OCCO3)CC1
    -7	22	3	-12	1.3	-3	-19	1.9	1.5
Cc1ccc(OCC(=O)Nc2ccc(Cl)cc2C(=O)c2ccccc2)cc1
    -9	2	12	-8	-0.39	7	-7	1.1	-0.3
Cc1ccc(-n2c(/C=C/c3ccc4c(c3)OCO4)nc3ccccc3c2=O)cc1
    -1	1	-22	1	-0.5	0	-4	-0.7	1.5
CC1CCC(C(C)C)C(OP(N)(=O)c2ccccc2)C1 (centres undefined)
    -4	2	18	1	x	4	-3	1.0	-0.6
N=C1c2ccccc2CN1NC(=O)C1CC1
    -26	2	1	-6	0.19	1	-2	1.5	1.2
C=C1C/C(=C/C)C(=O)O[C@@H]2CCN3CC=C(COC(=O)[C@]1(C)O)[C@H]23
    7	23	6	0	0.17	1	24	-0.8	4.5
CC1=NOC2(C)Nc3ncnn3C(c3ccccc3)C12 (centres undefined)
    -2	-1	-4	-5	0.23	-9	0	2.3	1.1
CN(C)CCn1cnc2ccccc21
    -6	8	9	-1	x	1	14	-0.1	-1.3
CCCCCn1c(=O)c(C(=O)Nc2nc(CC(=O)OCC)cs2)c(O)c2ccccc21
    -15	22	7	15	0.88	-2	-2	1.2	-5.2
CCOC(=O)C1CCCCC12C(C#N)=C(N)Oc1n[nH]c(C)c12 (centres undefined)
    6	-1	-7	-8	1.4	-9	2	0.0	-1.2
CCC1(C)CC(CCNCc2ccc(N(C)C)cc2)(c2ccc(F)cc2)CCO1 (centres undefined)
    -1	13	3	-1	1.5	0	23	0.7	4.1
Cc1ccccc1-n1c(C)nc2sccc2c1=O
    2	1	-7	-2	x	-4	-6	-0.2	-4.0
CC/C(=N\N1CCN(C)CC1)c1c(O)[nH]c(=O)[nH]c1=O
    -3	2	4	-6	0.73	5	4	0.2	1.7
CSc1ccc(CNC2CN3CCC2CC3)cc1 (centres undefined)
    -25	1	5	-5	x	-5	-4	0.2	0.0
COc1ccc(C2N(c3cc(C)on3)C(=O)C3CCCN32)cc1 (centres undefined)
    -3	0	4	-10	0.043	-4	-43	0.7	-0.5
CCOc1cccc(CNC2CN3CCC2CC3)c1 (centres undefined)
    -3	0	9	-2	x	0	-4	-0.5	0.3
Cc1c(NP(=S)(C(C)(C)C)C(C)(C)C)c(=O)n(-c2ccccc2)n1C
    -3	19	8	-5	1.3	-4	-13	0.5	-0.9
O=c1c2ccccc2nc(-c2cccs2)n1-c1ccccc1
    5	3	13	2	-0.37	3	3	0.0	-4.6
Cc1cccc(C)c1OP(N)(=O)OCC(F)(F)F (centres undefined)
    -9	7	7	-8	1.6	8	6	0.4	0.4
CCOc1ccc(/C=C2/C(=O)NC(=O)N(CCc3ccc(F)cc3)C2=O)cc1
    -22	39	3	-5	-0.011	2	8	-0.9	0.9
CCOC(=O)c1cn2nc(OP(=S)(OCC)OCC)cc2nc1C
    -1	1	10	-2	x	-2	-2	-0.5	1.9
O/N=C/c1c[nH]c2ccccc12
    6	1	16	4	0.53	0	2	0.8	0.3
COc1ccc(C2C(C#N)=C(N)Oc3c2c(=O)oc2ccccc32)cc1Cn1cc([N+](=O)[O-])cn1 (centres undefined)
    -3	2	6	-7	0.036	-6	x	0.7	2.7
Nc1c(C(=O)OC2CCCCC2)c2nc3ccccc3nc2n1CC1CCCO1 (centres undefined)
    -86	30	-20	-1	-0.28	-3	x	0.8	-9.3
COc1ccc(C(C)=O)cc1CC(C(=O)c1ccc(C)cc1)N(C)C (centres undefined)
    -10	1	7	-8	0.87	-3	-5	-0.9	1.2
CN1CN=C(N[N+](=O)[O-])N(Cc2ccco2)C1
    -14	0	2	-7	0.36	0	10	3.6	2.8
COCCCNC(=O)c1c(NC(=O)c2ccccc2)n(Cc2ccccc2)c2nc3ccccc3nc12
    x	5	x	x	x	x	-3	0.0	-4.7
O=C(Nc1ccc2ccccc2c1)N1C[C@H]2C[C@@H](C1)c1cccc(=O)n1C2
    -3	16	-2	-15	0.5	-3	x	0.4	2.4
COCCN1C(=O)NC(=O)/C(=C\c2ccc(F)cc2)C1=O
    15	26	11	0	x	-1	-14	1.0	-0.8
COc1ccc(OC)c(N2C(=O)NC(=O)C3(Cc4cc(C)ccc4N(C)C3)C2=O)c1 (centres undefined)
    -29	1	17	6	x	3	3	-0.3	-0.9
N=C1c2ccccc2CN1c1cccc([N+](=O)[O-])c1
    -2	22	3	-6	0.26	0	22	0.7	3.6
CN(C)c1ccc(C(=O)c2ccc(N(C)C)cc2)cc1
    5	4	12	0	0.014	9	-5	1.6	-7.8
CC(=NCc1cccnc1)c1c(O)n(-c2ccccc2C)c(=O)[nH]c1=O
    26	-1	24	28	x	2	-5	0.2	1.2
Cc1cccc(OCC(=O)N2CCN(Cc3ccncc3)CC2)c1
    -21	8	8	5	-0.41	15	-10	-0.5	1.0
CC(C)(C)n1cc(C(=O)c2ccccc2)cc1-c1ccccc1
    -3	13	7	-1	0.78	-1	6	0.2	-6.2

Compound activity from PubChem BioAssay.

A portion of the library; rates above refer to the full screens.
